# Bioassay records: PubChem, National Center for Advancing Translational Sciences (NCATS)
# Chronic BCR inh: chronic active BCR signaling inhibition; ABC-DLBCL IkBa-CBG/CBR reporter, luminescence ratio, 4 h; Potency, µM (highest dose often 46.1 µM), inactives show at the highest dose ratio change, negative = lower green/red ratio, actives largely listed as inhibitors; hit rate 0.05% among 340,000; active = well fitted inhibition curve with a large enough effect in the signal ratio, with a control signal flat, not every such curve was filed as active; inconclusive = small, poorly fitted or top-dose-only effect, or effect the other way, or a change in a side signal; the % refers to the signal ratio;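 also: potency is read from the fitted curve at half-maximal effect; plate controls were basal doxycycline-induced cells for no effect and cells given 10 µM MG132 for full effect; MG132 reads +100%, hits lower the ratio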
#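 Cell line TMD8 (human ABC DLBCL), stably expressing tet-inducible CBG68-IkBa fusion and CBR; IMDM/0.5% FBS; cpd up to 46 uM; dox induction, 4 h, 37C/5% CO2; dual luminescence; green/red ratio; MG132 control.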
# TSHR antag: antagonists of human thyroid stimulating hormone receptor; TSHR-expressing cells, TSH-stimulated cAMP HTRF, 2 h; stronger effect = lower value; activity change, negative = inhibition, % at 11.5 µM; hit rate 0.2% among 330,000;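 active = activity change below a set negative limit, meaning inhibition stronger than a set level, cut at about -70% in these data; inconclusive = activity change between two set negative limits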; also: % is scaled to controls: 0 for no effect and ±100 for the full control effect
#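 Read-out is FRET at 665 nm (cryptate excitation 337 nm) from a cryptate-tagged anti-cAMP antibody, competed by cell cAMP against cAMP-d2. Compounds are tested on freshly harvested TSHR cells challenged with 4nM TSH (EC80) for 2 hours at 37 deg C.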
# hERG WT inh: blocks the wildtype human KCNH2 potassium channel; Q12809; hit rate 0.37% among 340,000; activity change, % at 1.84 µM; U2OS, BacMam KCNH2, thallium flux FluxOr; stronger effect = lower value; AID 720551;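 active = maximum activity change below -70%; inconclusive = maximum activity change between -70% and -50%; inactive = maximum activity change above -50%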; also: % is scaled to controls: 0 for no effect and ±100 for the full control effect
#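 U2OS cells were transduced with wild-type KCNH2 virus (2.03 x 10^8 / mL) for 4 h at room temperature, then cultured overnight at 37 C. Thallium flux was read with FluxOr dye. Rate constants were normalized to DMSO controls.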
# AT treatment: candidate therapy for ataxia-telangiectasia | […] A-T fibroblasts, KAP-1 phosphorylation AlphaLISA; neocarzinostatin DNA damage 30 min before lysis | Potency, µM (titrated, usually from 57.5 µM), inactives show at the highest dose activation, actives largely listed as activators | hit rate 0.19% among 320,000; also: potency is read from the fitted curve at half-maximal effect; % of control where 0% means no effect; nearly all actives have a fitted effect of over 45% in size
#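 hTERT-immortalized A-T patient fibroblasts ([…]), 500 cells/well in OPTI-MEM, 1% FBS, got compounds for 60 min, then NCS for 30 min at 37C. Lysates were then assayed for phospho-KAP-1 by AlphaLISA (anti-pKAP1 donor, anti-KAP1 acceptor beads), 6 hr at 25C.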
# GALK inhibitor: galactokinase (human) inhibition | P51570 | AID 1868 | hit rate 0.007% among 270,000 | Purified GALK, Kinase-Glo residual ATP luminescence | Potency, µM (top dose mostly 57.5 µM), for the others: top-dose activity change, negative = inhibition, most hits filed as inhibitors; also: potency is read from the fitted curve at half-maximal effect; % is scaled to controls: 0 for no effect and ±100 for the full control effect
#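 GALK at 5 nM final was combined with compound, 35 uM ATP and 100 uM galactose in HEPES pH8.0 with MgCl2 and DTT. The reaction ran one hour at room temperature before luminescent ATP detection.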
# Giardia killer: kills Giardia lamblia; Giardia lamblia trophozoite viability; activity change, % at 7.66 µM, hits read low; hit rate 0.15% among 340,000; AID 540267; in the data active = activity change below about -80%; inconclusive = between about -30% and that limit;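 also: parasites exposed to compound for two days anaerobically before the ATP read; % is scaled to controls: 0 for no effect and ±100 for the full control effect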
#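 Compounds were tested on trophozoites seeded at 100 cells/well and held 48 hrs at 37 deg C anaerobically. An ATP-based luminescent kit measured the remaining live cells.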
# MLL CXXC-DNA inh: MLL CXXC-DNA interaction inhibition | Q03164 | MLL-CXXC / FITC-HOXA9 DNA fluorescence polarization | Potency, µM (series often up to 115 µM), inactives show at the top dose activity change, negative = inhibition, hits mostly inhibitors | hit rate 0.037% among 290,000 | AID 2662; active = well fitted inhibition curve with a large enough effect in the polarisation, with a control signal flat, not every such curve was filed as active; inconclusive = small, poorly fitted or top-dose-only effect, or effect the other way, or a change in a side signal; inactive = no such curve, though single readings can be large or run the other way; the % refers to the polarisation; also: potency is read from the fitted curve at half-maximal effect
#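 Steps: dispense CXXC domain solution (7 uM) → pin compounds or unlabeled HOX-A9 DNA control → 5 min ambient → add FLSN-HOX-A9 solution (50 nM) → spin → 30 min ambient → fluorescence polarization. Tris pH 7.5/NaCl/DTT/BSA buffer.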
# FBPA coupling cs: counter-screen for Giardia aldolase inhibitors: coupling enzyme system; coupling enzyme system counterscreen, AmpLite Red fluorescence; hit rate 0.67% among 290,000; activity change, negative = inhibition, % at 58.2 µM, hits read low; AID 2472; in the data active = activity change below about -30%; also: % is scaled to controls: 0 for no effect and ±100 for the full control effect
#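 Compounds tested against the coupling enzymes alone at 57.5 uM final; readout was AmpLite Red fluorescence (525/598 nm) after 20 min at RT.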
# TCR activator: activates T cell receptor signaling; Potency, µM (highest dose often 9.22 µM), without a hit: top-dose activation of IL-2 secretion, usual class: activators; AID 504894; primary human leukocytes, anti-CD3, IL-2 HTRF, 48 h; 330,000 tested, under 10 active; also: % of control where 0% means no effect
#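 Primary human leukocytes were stimulated with a-CD3 beads plus compounds for 48 hr without co-stimulation; secreted IL-2 was quantified by HTRF using a-IL-2-K (europium cryptate) and a-IL-2-d2, excited at 320nm with acceptor emission read at 665nm.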
# Tb PFK block: inhibitors of T. brucei phosphofructokinase | T. brucei PFK, ADP-Glo luminescence | Potency, µM (top dose mostly 57.5 µM), without a hit: at the top dose activity, negative = inhibition, usual class: inhibitors | hit rate 0.17% among 330,000 | AID 485367;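 also: potency is read from the fitted curve at half-maximal effect; 0% = uninhibited 1x PFK enzyme wells and -100% = no-enzyme wells; nearly all actives have a fitted effect of over 60% in size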
#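 Luminescent ADP detection (ADP-Glo, two-step: ATP depletion then ADP-to-ATP conversion for luciferase) reported PFK activity after 45 min room-temperature reaction of 1.25 nM enzyme with 0.5 mM F6P and 0.1 mM ATP at pH 8.0.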
# The depositor's hits bear a star; ? = inconclusive; . = not tested or not shown; & = joins results of further samples; [ ] = another dose, or the depositor's remark. Unless noted, calls follow the shape of the dose curve; as a rule, active = well fitted curve in the direction sought with a large enough effect; inconclusive = small, poorly fitted or top-dose-only effect, or another doubt; inactive = no such curve, though single readings can be large; an effect the other way counts as inactive or inconclusive. Rows were taken by chance. About 1.6% of those tested had a hit in this group.
SMILES,Chronic BCR inh,TSHR antag,hERG WT inh,AT treatment,GALK inhibitor,Giardia killer,MLL CXXC-DNA inh,FBPA coupling cs,TCR activator,Tb PFK block
CNC(=S)N/N=C/c1ccccc1Cl,?,2,-3,13%,-2%,6,-16%,-1,-1%[46.1 µM],12%
COc1ccc(N(CC(=O)Nc2cc(OC)cc(OC)c2)S(=O)(=O)c2c(C)n[nH]c2C)cc1,12%,10,-16,7%,6%,-13,-3%,.,0%,-17%
Cc1nnc(NC(=O)CCC(=O)N2CCC(C)CC2)s1,5%,3,-9,-5%,-3%,5,-3%,-2,6%[46.1 µM],-1%
Cc1ccc(C(=O)NC(=S)N(C)C2CCCCC2)cc1Br,5%,-5,.,8%,-3%,.,11%,.,.,-2%
CCc1ccc(-c2nc(CN3CCCC(C(=O)NCCc4ccc(OC)c(OC)c4)C3)c(C)o2)cc1 (stereo not drawn),-3%,10,22,-3%,0%,7,0%,1,-7%,-5%
COCC(=O)Nc1ccc([N+](=O)[O-])cc1C,1%,5,2,2%,1%,-11,16%,1,13%[46.1 µM],0%
COc1ccccc1CN1C(=O)CCC1(C)C(=O)NCc1cccnc1 (stereo not drawn),11%,5,6,2%,-4%,16,?,0,3%,0%
N#Cc1cc([N+](=O)[O-])ccc1NCCc1ccccn1,3%,4,-1,3%,5%,-15,3%,3,-3%,1%
COc1cc(-c2nc3cc(C)ccn3c2NC2CCCCC2)ccc1-c1ccc(C(C)=O)cc1,-10%,-9,2,?,.,-1,.,.,1%,12%
O=C(C1CCCCN1S(=O)(=O)c1ccccc1[N+](=O)[O-])N1CCCC1 (stereo not drawn),10%,5,2,3%,5%,2,1%,3,-4%,-10%
COc1ccccc1NC(=O)CSc1nnc(Cc2cccs2)n1C,?,.,-6,9%,.,0,.,.,12%,-4%
C=CCN(C(C)=O)C1CC(=O)N(c2ccc(OCCC)cc2)C1=O (stereo not drawn),?,11,-10,2%,1%,5,-27%,-1,-7%,-2%
Cc1ccc(S(=O)(=O)/N=C/c2cc(Br)ccc2O)cc1,17%,3,1,3%,2%,20,3%,4,2%,0%
O=C(CSc1nnc(-c2ccco2)n1CC1CCCO1)c1ccccc1 (stereo not drawn),5%,3,3,2%,1%,-3,4%,1,5%,4%
Cc1cc(F)c(F)c(C(=O)N2CCC(C)CC2)c1Cl,-6%,17,1,2%,7%,-15,5%,2,8%,0%
CCOC(=O)CN(C(=O)CN1CCOCC1)c1ccc(Br)cc1,3%,-11,-2,7%,2%,1,10%,4,2%,-2%
COC(=O)c1sc(NC(=O)c2ccoc2C)nc1C,?,3,-6,0%,5%,-2,-1%,1,0%,-4%
COc1ccc(NC2CCCN(C(=O)CCc3ccncc3)C2)cc1OC (stereo not drawn),-4%,29,-18,3%,-2%,-15,-1%,-22,-2%,2%
COC(=O)[C@@]1(Cc2ccccc2)[C@@H]2C(=CC(=O)[C@H]2CC(=O)C(=O)N(C)C)CN1C(=O)c1ccccc1,?,-1,2,8%,.,-7,17%,4&0,1%,10%
O=C(Nc1cc(Br)ccc1O)c1cc(-c2ccc3c(c2)OCO3)on1,?,1,2,-6%,7%,23,20%,1,-6%,0%
CCOC(=O)N1CCN(C(=O)C2CCN(S(=O)(=O)c3ccc(Br)s3)CC2)CC1,16%,-8,8,6%,2%,6,0%,0,0%,1%
COc1ccc(-c2nc(C)c(C(C)=O)n2O)cc1,?,0,-3,2%,0%,-2,-8%,-1,-1%,1%
N/C(Cc1cccs1)=N\OC(=O)COc1ccccc1,10%,10,-7,.,3%,8,3%,0,-7%,0%
CCOC(=O)N1CCN(C(=O)CCN2C(=O)COc3ccccc32)CC1,?,2,-9,-3%,1%,17,-3%,3,-1%,1%
CC1CCC(NC(=O)c2ccc(N3CCCC3=O)cc2)CC1 (stereo not drawn),10%,-5,13,-15%,3%,16,11%,1,7%,6%
CCOc1ccccc1NC(=O)CN1C(=O)COc2ccc(S(=O)(=O)N3CCOCC3)cc21,7%,19,-3,-2%,6%,13,-2%,.,-4%,-4%
C=C(C)C1Cc2c(C)nn(-c3ccccn3)c2C1 (stereo not drawn),16%,15,4,.,1%,1,-4%,3,-3%,2%
Cc1cccc(N2CCN(C(=O)c3ccc4ncsc4c3)CC2)c1C,?,-13,-2,-2%,0%,-6,13%,-1,11%,-4%
COc1cccc(NC2=Nc3cccc4cccc2c34)c1,?,-10,-3,-8%,-1%,-1,26%,-8,5%[46.1 µM],-1%
O=C(Nc1ccc(S(=O)(=O)N2CCCCC2)cc1)c1ccccc1Cl,9%,-1,3,.,0%,12,-1%,1,.,-1%
COc1ccccc1NC(=O)C(C)OC(=O)C1CCN(S(=O)(=O)c2ccc(C)c(C)c2)CC1 (stereo not drawn),-6%,-16,1,9%,.,7,.,.,-1%,3%
CC(=O)Nc1ccccc1C,-3%,2,-7,6%,.,-1,.,.,4%,-1%
CCN(C(=O)c1cccs1)C1CCS(=O)(=O)C1 (stereo not drawn),-12%,13,-4,20%,.,-15,.,.,2%,-6%
O=C(COC(=O)c1ccc(CSc2ccc(Cl)cc2)cc1)Nc1ccccc1,1%,-2,-9,-16%,-2%,-7,2%,2,7%[46.1 µM],-1%
O=C(NCc1ccccc1)C(c1cccnc1)N(C(=O)c1csnn1)c1ccccc1 (stereo not drawn),-10%,-5,1,-6%,7%,-6,11%,1,1%,-4%
CCc1ccc(N/C(SCc2cccc(F)c2)=C(/C#N)C(=O)NCc2ccco2)cc1,?,-41,5,-6%,1%,-5,-5%,-6,-9%,7%
O=c1cc(CO)oc(CN2CCN(CCO)CC2)c1O,4%,8,-13,-1%,0%,-2,7%,6,4%,-6%
Clc1cccc(OCc2nc(-c3ccncc3)n[nH]2)c1,-4%,11,-4,0%,2%,-14,5%,5,6%,-2%
O=C(N/N=C/c1ccncc1)c1cccc([N+](=O)[O-])c1,3%,0,.,.,0%,.,21%,2,5%[46.1 µM],3%
CCOc1ccc(S(=O)(=O)N2CCC(C(=O)NCc3ccncc3)CC2)cc1Cl,1%,3,-7,2%,1%,7,3%,1,-3%,1%
CCOC(=O)c1c(C)[nH]c(C)c1C(=O)COC(=O)/C=C/c1cccc(Cl)c1,-1%,58,?,-10%,-1%,-13,6%,0,0%[46.1 µM],2%
Cc1ccccc1OCC(=O)OCC(=O)N1CCCc2ccccc21,?,0,3,-3%,.,-9,.,.,0%,1%
OC(CNC1CCCC1)COCCOc1ccc(Br)cc1 (stereo not drawn),-2%,0,9,4%,-3%,8,0%,1,-7%,3%
COc1ccc(OC)c(Nc2cc(C)nc3nc(C)nn23)c1,0%,-1,-1,0%,1%,16,4%,-1,4%,1%
COc1ccc(NC(=O)c2[nH]c(C)c(C(C)=O)c2C)cc1Cl,-3%,2,5,-2%,1%,39[activator],-4%,1,4%,-6%
COCCN(C(=O)CCSc1ccc(F)cc1)c1c(N)n(Cc2ccccc2)c(=O)[nH]c1=O,3%,18,6,10%,.,-1,.,.,8%,-2%
COc1ccc(NC(=S)N2CCc3ccccc32)cc1OC,-8%,46,25,11%,-9%,7,-10%,.,-4%,3%
CC(C)(C)Sc1nc(O)cc(=O)[nH]1,-2%,-20,14,-2%,0%,-6,5%,5,4%,1%
COc1cccc(C2=NO[C@@H]3C(=O)N(c4ccc5c(c4)OCCO5)C(=O)[C@H]23)c1OC,4%,7,-10,6%,0%,-17,1%,-15,-18%,1%
COc1ccc2[nH]cc(C(=O)CN3CCN(C(=O)c4ccco4)CC3)c2c1,-1%,-3,2,5%,-2%,18,-1%,2,-3%,-6%
O=C1/C(=C/c2ccc([N+](=O)[O-])cc2)CCC1C1CCCC1 (stereo not drawn),2%,-7,35,-13%,0%,13,1%,-1,-8%,-1%
C=CCC(=O)N1CCC(n2nccc2NC(=O)CCOc2ccccc2)CC1,-1%,1,5,1%,7%,8,8%,.,11%,1%
Cc1nn2c(-c3ccc(Cl)cc3)nnc2s1,1%,-4,-10,9%,8%,-9,-5%,3,-6%,1%
O=C(Nc1ccc(S(=O)(=O)Nc2ncccn2)cc1)c1ccccc1Cl,-1%,-13,2,-8%,7%,4,-4%,2,.,1%
COc1ccccc1Oc1coc2cc(OC(=O)N3CCOCC3)ccc2c1=O,?,-11,1,-2%,-3%,2,-7%,5,5%,1%
CN(C(=O)CSc1nnc(-c2c[nH]c3ccccc23)n1C1CC1)C1CCS(=O)(=O)C1 (stereo not drawn),6%,7,-1,-7%,.,-5,.,.,4%,-5%
